Compound activity deposited in PubChem by several laboratories.
NSD2 inh: inhibitors of human histone methyltransferase NSD2; inhibition, % at 12.5 µM; O96028; hit rate 0.54% among 310,000; NSD2 peptide methylation, AlphaScreen, 120 min; AID 743445; in the data active means inhibition above about 50%
Target sequence (O96028 whole entry, looked up): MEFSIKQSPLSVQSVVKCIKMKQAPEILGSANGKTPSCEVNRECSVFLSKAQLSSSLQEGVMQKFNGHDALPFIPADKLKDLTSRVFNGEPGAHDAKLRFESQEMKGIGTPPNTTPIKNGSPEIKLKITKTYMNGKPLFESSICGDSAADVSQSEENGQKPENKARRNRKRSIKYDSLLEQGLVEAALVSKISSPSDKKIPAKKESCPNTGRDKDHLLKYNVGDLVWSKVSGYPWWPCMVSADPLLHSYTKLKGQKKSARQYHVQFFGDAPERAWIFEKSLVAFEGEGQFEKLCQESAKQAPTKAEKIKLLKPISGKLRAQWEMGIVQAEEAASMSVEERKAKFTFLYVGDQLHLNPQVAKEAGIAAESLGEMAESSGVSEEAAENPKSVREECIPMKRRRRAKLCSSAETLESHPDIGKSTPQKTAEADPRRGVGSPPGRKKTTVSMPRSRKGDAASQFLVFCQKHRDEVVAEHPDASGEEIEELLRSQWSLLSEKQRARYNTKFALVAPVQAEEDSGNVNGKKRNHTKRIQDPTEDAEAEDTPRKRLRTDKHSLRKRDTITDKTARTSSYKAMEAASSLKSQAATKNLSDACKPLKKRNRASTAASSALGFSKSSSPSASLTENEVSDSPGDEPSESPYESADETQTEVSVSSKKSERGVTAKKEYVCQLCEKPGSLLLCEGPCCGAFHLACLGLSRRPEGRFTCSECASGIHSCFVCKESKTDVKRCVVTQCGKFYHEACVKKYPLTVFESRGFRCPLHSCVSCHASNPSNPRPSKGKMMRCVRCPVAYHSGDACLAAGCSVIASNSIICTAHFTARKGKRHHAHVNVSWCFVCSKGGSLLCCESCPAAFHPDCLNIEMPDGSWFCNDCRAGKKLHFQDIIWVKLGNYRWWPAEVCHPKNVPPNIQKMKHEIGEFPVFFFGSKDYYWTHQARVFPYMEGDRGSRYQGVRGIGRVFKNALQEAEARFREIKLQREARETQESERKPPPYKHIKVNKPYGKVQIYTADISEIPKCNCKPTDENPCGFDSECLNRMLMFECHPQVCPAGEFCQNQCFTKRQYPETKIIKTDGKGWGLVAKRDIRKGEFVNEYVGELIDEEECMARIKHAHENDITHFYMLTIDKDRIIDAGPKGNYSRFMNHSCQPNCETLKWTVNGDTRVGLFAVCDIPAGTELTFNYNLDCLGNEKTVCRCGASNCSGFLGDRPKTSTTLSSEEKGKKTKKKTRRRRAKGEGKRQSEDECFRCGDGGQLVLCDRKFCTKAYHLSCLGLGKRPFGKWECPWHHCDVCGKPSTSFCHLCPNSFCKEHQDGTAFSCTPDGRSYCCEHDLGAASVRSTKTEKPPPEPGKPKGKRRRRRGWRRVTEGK
LANA DNA inh: inhibitors of KSHV LANA C-terminal domain DNA binding; MBP-C-LANA/FAM-LBS DNA binding, fluorescence polarization; inhibition, % at 9 µM; hit rate 0.078% among 340,000; AID 504423;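 active means highest replicate inhibition at or above 60% at 9 µM, even if other replicates fall short; inactive means all replicates below 60% inhibition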;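 further: 0% = neutral control wells and 100% = 4 µM acridine orange control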
DAGLB inh: diacylglycerol lipase beta (human) inhibition. Q8NCG7. inhibition, % at 5.17 µM. hit rate 0.059% among 340,000. HEK293T DAGLB membrane lysate, EnzChek fluorogenic substrate. AID 504411; in the data active means inhibition above about 34%;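 further: 0% = enzyme with vehicle and 100% = wells lacking enzyme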
RTF Ca sens inh: cardiac RTF calcium desensitization | P19429+P45379 | IANBD-labeled cardiac RTF, Ca2+ fluorescence | inhibition, % at 7.15 µM | hit rate 0.12% among 340,000 | AID 493244;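 active means inhibition above the mean inhibition of all tested compounds plus 3 SD, cut at about 17% in these data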;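 further: assay run at fixed EC70 calcium of 1.6 mM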
Pemphigus Ab inh: blocks pemphigus antibody binding to human desmoglein-3; P32926; DSG3-coupled beads, scFv-anti-DSG3-GFP binding, flow cytometry; active compounds read low; binding (percent of control), % at 10 µM; hit rate 0.48% among 310,000;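 active means binding more than 3 SD below its plate's average and above zero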;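 further: hits lower antibody fragment binding to DSG3; some compounds called inactive have numbers as strong as hits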
V-ATPase pH: yeast V-ATPase proton transport regulation by pHLuorin; response, % at 10 µM; hit rate 0.37% among 350,000; S. cerevisiae, pHLuorin cytosolic pH fluorescence; in the data active means response mostly above about 7.3%, no sharp cut-off; inactive means mostly below about 5.4%; further: actives read high; inactives centre near 0; some compounds called inactive have numbers as strong as hits
Keap1-Nrf2 PPI: Keap1-Nrf2 (human) interaction inhibition; inhibition, % at 9.4 µM; hit rate 0.15% among 340,000; Keap1 Kelch-Nrf2 peptide fluorescence polarization, 1536-well; in the data active means inhibition above about 12%;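 further: human Keap1 Kelch domain with fluorescein labeled Nrf2 9mer peptide probe; 0% = neutral control wells and 100% = peptide positive control; higher means more block of Keap1 binding to Nrf2 peptide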
CAL PDZ FP-1: human CAL PDZ-peptide interaction inhibition; hit rate 0.02% among 330,000; Q9HD26; inhibition, % at 20 µM; AID 504414; purified CAL PDZ, TMR-peptide fluorescence polarization, 1 h;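 active means highest replicate inhibition of at least 40%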;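 further: plate controls were DMSO neutral control wells for no effect and unlabeled competitor peptide control wells for full effect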
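Material – purified CerCALP PDZ construct · Detection – FP readout, S and P plane fluorescence · Measure – percent inhibition from loss of millipolarization · Controls – unlabelled peptide for full inhibition, DMSO wells as neutral · Probe or stimulus – TMR-labelled reporter peptide T*-PRC34 bound in PDZ groove · Times – 1 h at RT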
Arr AP2 block: human beta-arrestin and AP2 interaction inhibition | hit rate 0.31% among 340,000 | inhibition, % at 10 µM | FITC-arrestin peptide / GST-AP2 beads, flow cytometry; AP2 beta2 appendage carries R879A mutation | AID 504490;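 active means inhibition above a set limit, near 3 SD of compounds lacking own fluorescence, cut at about 54% in these data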;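 further: plate controls were DMSO wells for no effect and 5 µM unlabelled arrestin peptide for full effect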
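System: GST-AP2 R879A glutathione beads | Also added: FITC-arrestin peptide, 50 nM | Times: 12 min plus 1 h, RT | Signal: Bead flow cytometry, FITC channel | Buffer or medium: PBS with 0.05% Tween 20 and 0.1% BSA | Read-out basis: Percent drop in bead-associated FITC signal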
CAL PDZ FP-2: inhibitors of human CAL PDZ peptide binding; Q9HD26; purified CAL PDZ, TMR-peptide fluorescence polarization, 1 h; inhibition, % at 24.9 µM; hit rate 0.92% among 300,000; AID 602252;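 active means mean inhibition of at least 30% with at least half of replicates also reaching 30%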;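 further: 0% = DMSO neutral control and 100% = excess unlabeled competitor peptide PRC23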
Starred values were filed as active, the others as inactive; nt = not tested or not shown.

SMILES	NSD2 inh	LANA DNA inh	DAGLB inh	RTF Ca sens inh	Pemphigus Ab inh	V-ATPase pH	Keap1-Nrf2 PPI	CAL PDZ FP-1	Arr AP2 block	CAL PDZ FP-2
O=C(Nc1ccccc1)c1sc(Cl)nc1-c1ccccc1	-3	0.9	-6	-2	98	3	3	0.2	0	8
Cc1ccccc1OCCn1cc(C(=O)C(=O)N2CCOCC2)c2ccccc21	-5	-0.3	3	-3	112	0	0	-0.9	-14	-2
Cc1cc(NS(=O)(=O)c2cc(Cl)sc2Cl)no1	-1	1.2	2	-6	90	0	-5	nt	-4	-6
CC(Oc1ccccc1)C(=O)Nc1ccc(S(=O)(=O)N2CCCC2)cc1 (stereo not given)	-4	0.4	-3	1	121	0	-2	-3.4	-5	-2
CCC(C)OC(=O)C1=C(C)NC(=O)CC1c1ccccc1OC (stereo not given)	0	3.8	-3	-1	nt	2	7	1.0	38	-4
Cc1ccc(NC(=O)c2nc[nH]c2C(=O)N2CCN(c3ccccc3)CC2)cc1	nt	2.0	1	1	105	-2	-10	-0.4	-2	-2
COc1ccc(-n2c(C)cc(C(=O)Cn3c(NCCO)nc4ccccc43)c2C)cc1	9	-1.1	-2	3	nt	-1	1	-1.0	-3	-5
CCCn1c(NCc2cc(OC)ccc2OC)nc2ccccc21	9	0.8	1	1	101	-1	-3	-2.5	0	-4
CC1CC(C)CN(C(=O)CCC(=O)Nc2nnc(C3CCCCC3)s2)C1 (stereo not given)	-4	1.0	0	1	98	-1	-7	-2.3	25	-2
Cc1occc1-c1nnc(SCC(=O)c2ccccc2)n1CC1CCCO1 (stereo not given)	6	0.1	2	-8	nt	1	-2	-2.5	6	0
CCN(c1ccccc1)S(=O)(=O)c1ccc2c(c1)C(C)(C)C(=O)N2C	nt	-0.3	-1	-9	104	1	3	-0.7	2	nt
CCN1CCc2c(sc3c2c(NCc2ccco2)nc2nnnn23)C1	2	9.4	1	-18	105	3	0	-1.4	-5	-3
CCC(C)(C)C1CCC2(CC1)NC(=O)N(CC(=O)Nc1cc(C(F)(F)F)ccc1N1CCOCC1)C2=O (stereo not given)	0	1.0	-1	-1	112	-3	0	-2.5	18	1
COCCOc1ccc(C(F)(F)F)cc1NC(=O)COC(=O)c1cc([N+](=O)[O-])ccc1N1CCOCC1	2	-3.5	-3	-4	103	-1	-1	-2.2	-8	-1
Cc1ccc(C(=O)NC2CCN(S(=O)(=O)c3ccc(F)cc3)CC2)cc1	-2	0.1	-2	1	99	2	1	-0.7	38	-21
CCCCOCCCNC(=O)N[C@@H](CCSC)C(=O)OC	0	0.4	-1	1	98	3	-1	-0.4	-5	-1
Cc1c(OCC(F)(F)F)ccnc1CSc1nc2ccccc2[nH]1	0	2.0	1	-8	104	-3	2	-2.2	7	-3
COc1cccc(-c2cc(C(F)(F)F)nc(-n3ccc([N+](=O)[O-])n3)n2)c1	-7	-1.2	-2	-9	97	6	1	-2.2	33	0
Cc1nc2cc(N)ccc2n1-c1ccccc1	4	1.4	-1	1	97	-2	-3	-0.4	37	5
CCc1nc(Nc2ccc(NC(C)=O)cc2)c2oc3ccccc3c2n1	-3	-0.9	1	-7	91	8	-1	2.5	8	-6
COc1ccc(CNc2nc3ccccc3n2Cc2ccccc2)cc1OC	5	-1.3	2	5	95	-3	3	-0.1	16	nt
COc1cc(OC)cc(C(=O)NC(C)CNc2ccc(Cl)cc2[N+](=O)[O-])c1 (stereo not given)	1	-0.2	18	7	100	-4	0	-0.8	-17	-12
Cc1nc2ccccc2c(=O)n1NC(=O)c1ccc(Cl)c(Cl)c1	-2	-1.1	-2	0	111	0	2	-0.4	32	0
CCOC(=O)c1ccc(NC(=O)c2cccc(S(=O)(=O)N3CCN(C(C)=O)CC3)c2)cc1	-3	0.2	-1	-3	87	-3	-4	-4.4	0	-5
CC1(C)C=Cc2cc3ccc(=O)oc3cc2O1	nt	5.5	-1	-2	103	1	-7	1.3	4	-1
COC(=O)COc1ccc(S(=O)(=O)N2CCOCC2)cc1	-13	-1.2	-1	-6	104	4	-3	0.5	1	-5
Cc1sc(NC(=O)c2cccs2)nc1-c1ccccc1	-6	-0.5	-9	-2	111	5	-7	-2.9	0	-22
Cn1c(Cn2cnc3ccccc32)nnc1SCc1ccccc1	3	-1.5	-3	5	nt	-4	0	0.9	34	-4
Cc1ccc(NC(=O)c2cc(C(C)(C)C)nn2Cc2ccccc2)cc1	-5	-0.6	-17	2	112	-2	2	-1.0	-10	-7
O=c1c(Cc2ccc(F)cc2)c(O)ccn1Cc1ccc(F)cc1	-1	-0.7	-2	-11	96	-2	5	-0.1	43	nt
COc1ccc(C(=O)N[C@H](C(=O)N2CCN(c3ccccc3F)CC2)C(C)C)cc1	-6	-0.2	-3	11	108	0	0	1.4	38	-5
CC(=O)Nc1ccc(NC(=O)C(C)OC(=O)C(C)SCC(=O)Nc2ccc(F)cc2)cc1 (stereo not given)	-2	1.3	1	-3	98	-2	-2	-2.1	35	0
Cc1ccc(C2CC(c3cccc(C)c3)n3ncnc3N2)cc1 (stereo not given)	nt	0.5	-1	-5	102	1	2	-0.8	6	nt
OC(CNC1CCCC1)COc1ccc(Cl)cc1 (stereo not given)	21	0.1	2	1	99	0	-4	0.5	0	6
CC12CN(C(=O)c3cccc([N+](=O)[O-])c3)C3(C#N)CC1CCC23C (stereo not given)	3	0.0	-1	-8	102	-1	4	-0.6	5	-3
CCCC(C)C(=O)Nc1ccc2c(c1)OCCO2 (stereo not given)	-1	0.5	-4	-12	99	-1	-6	-4.0	2	3
CC(=O)Nc1cccc(NC(=O)CSc2ccc(-c3ccccn3)nn2)c1	-12	0.4	-3	-10	78	2	-2	-1.7	41	2
CCOc1ncccc1C(=O)OCC(=O)N1CCC(C)CC1	-5	2.2	-3	-7	106	-3	-5	-0.5	5	-4
CC1Cc2cc(/C(O)=C3\C(=O)C(=O)N(Cc4cccnc4)C3c3ccccc3F)ccc2O1 (stereo not given)	nt	0.2	-1	-3	125	-4	-1	-1.5	37	-3
CS(=O)(=O)N1CCC(Oc2cccc(C(=O)NCCCC3CCCC3)c2)CC1	-1	-0.4	1	-5	106	-9	5	-1.3	61*	0
Cc1cccc(N(C)S(=O)(=O)c2c(C)noc2C)c1	10	-0.4	-2	-7	117	1	-1	-2.8	-16	-4
O=C(Nc1ccccc1C(=O)N/N=C/c1ccco1)c1ccccc1Cl	-6	-0.9	-3	-4	nt	2	-10	-2.5	-6	2
CCc1ccc(CCC(=O)Nc2ccc(Br)cc2)o1	-1	-1.3	-11	-1	118	-1	0	0.2	2	2
COCc1cc(C)nc(OCC(=O)N/N=C/c2ccc(OC)c(O)c2)c1C#N	0	0.9	1	0	106	-1	5	-3.3	-3	-3
CCOc1ccc(OCC)c(S(=O)(=O)NCc2ccccn2)c1	-1	1.6	-1	-8	102	-2	-3	0.2	-7	-1
Cn1c(N)c(C(=O)COC(=O)/C=C/c2ccccc2F)c(=O)n(C)c1=O	0	0.8	-2	0	84	-2	0	-1.7	-16	-5
CCc1cc2c(SCc3ccc(C(=O)OC)o3)ncnc2s1	-10	0.5	-9	-5	nt	1	0	-2.5	-7	-5
Cc1ccc(NNC(=O)Nc2ccc(Cl)cc2)nn1	-8	1.0	nt	nt	92	-3	-2	-1.6	2	nt
CC(NC(=O)C(=O)NN=C1CCCCCC1)c1ccccc1 (stereo not given)	-3	-1.7	0	-7	83	1	2	-1.3	31	-1
N#Cc1c(/N=C/c2cccnc2)sc2c1CCCC2	8	nt	nt	nt	113	3	nt	nt	8	nt

Three compounds picked at random from those above, as already listed:
SMILES	NSD2 inh	LANA DNA inh	DAGLB inh	RTF Ca sens inh	Pemphigus Ab inh	V-ATPase pH	Keap1-Nrf2 PPI	CAL PDZ FP-1	Arr AP2 block	CAL PDZ FP-2
CC1CC(C)CN(C(=O)CCC(=O)Nc2nnc(C3CCCCC3)s2)C1 (stereo not given)	-4	1.0	0	1	98	-1	-7	-2.3	25	-2
CC(=O)Nc1ccc(NC(=O)C(C)OC(=O)C(C)SCC(=O)Nc2ccc(F)cc2)cc1 (stereo not given)	-2	1.3	1	-3	98	-2	-2	-2.1	35	0
CCC(C)OC(=O)C1=C(C)NC(=O)CC1c1ccccc1OC (stereo not given)	0	3.8	-3	-1	nt	2	7	1.0	38	-4

(continued)
SMILES	NSD2 inh	LANA DNA inh	DAGLB inh	RTF Ca sens inh	Pemphigus Ab inh	V-ATPase pH	Keap1-Nrf2 PPI	CAL PDZ FP-1	Arr AP2 block	CAL PDZ FP-2
CC1(C)CC2CC(C)(CN2C(=O)COC(=O)c2cccnc2Cl)C1 (stereo not given)	-4	0.1	0	-3	95	8	-1	-0.5	4	2
Cc1c(C(=O)N2CCc3ccccc32)cnn1C	-3	0.6	0	-2	101	0	-3	-0.4	2	-3
O=C1CSC(c2cn(-c3ccccc3)nc2-c2ccc3c(c2)OCCO3)N1CCN1CCOCC1 (stereo not given)	2	-1.1	2	7	104	2	-4	-0.9	1	-2
O=C(Nc1nc(-c2cc(F)ccc2F)cs1)C1=NN(c2ccccc2)C(=O)CC1	10	-0.7	-9	1	102	-1	-4	-1.6	31	-1
CN1CCc2c(sc3c2c(=O)n(-c2ccccc2)c2nnc(SCc4ccc(Cl)cc4)n32)C1	4	-1.0	10	-14	97	-7	2	-2.0	-10	-2
CCn1c(COc2ccc(Cl)cc2)nnc1SCC(=O)Nc1ccc2c(c1)OCO2	0	2.4	-2	0	nt	3	3	0.5	0	6
COc1ccc(S(=O)(=O)Nc2ccccc2C(=O)N2CCOCC2)cc1Br	0	1.5	-3	-10	99	-1	3	-1.2	38	nt
Nc1ccc(C#Cc2ccc3c(=O)c4ccccc4oc3c2)cc1	nt	0.1	-8	-10	98	-10	-8	0.1	-1	1
CN(CC(=O)Nc1cccc(F)c1)CC(=O)Nc1ccccc1[N+](=O)[O-]	1	5.3	-2	-1	110	9	-3	0.1	3	0
O=C(CCN1C(=O)[C@@H]2Cc3ccccc3CN2C1=O)NCc1ccccc1Cl	5	-3.5	1	1	nt	-5	-5	-1.7	26	-5
CCN1C(=O)C(Cc2nc3ccccc3c(=O)n2-c2ccccc2)c2ccccc21 (stereo not given)	1	-1.1	0	0	100	-2	-4	-1.0	-7	nt
COc1ccc([N+](=O)[O-])cc1NS(=O)(=O)c1cc(C(=O)O)ccc1OC	7	-1.2	-1	0	85	-2	-1	-0.4	8	-1
Cc1ccc(NC(=S)NC(=O)c2ccc(F)cc2)cc1S(=O)(=O)Nc1ccccc1Cl	-3	-0.1	-12	-9	124	-1	1	-2.5	19	-2
C=CCn1c(C)cc(C(=O)CSc2nc3ccccc3[nH]2)c1C	6	-2.4	2	-6	96	0	2	-4.4	7	nt
COc1cc2cc(CN(CCO)S(=O)(=O)c3ccccc3)c(=O)[nH]c2cc1OC	0	-0.6	0	-2	103	1	1	-1.5	3	15
CCOc1ccc(NC(=O)CN2CCN(Cc3c(F)cccc3F)CC2)cc1	-2	0.2	-1	0	105	2	1	nt	30	-1

A portion of the library; the hit share may differ from the screen's.
